Screens as filed in PubChem BioAssay.
CCR6 antag – CCR6 (human) receptor antagonism. CHO-K1 CCR6 PathHunter beta-arrestin, luminescence, CCL20-stimulated. inhibition, % at 20 µM. 0.49% of 340,000 active;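 active = compounds whose inhibition of the agonist-driven luminescence signal at 20 µM reaches about 50%, limit read from the data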;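 also: cells stimulated with CCL20 at 14 nM final; plate controls were DMSO with CCL20 for no effect and DMSO without agonist for full effect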
Target sequence (P51684 whole entry, looked up): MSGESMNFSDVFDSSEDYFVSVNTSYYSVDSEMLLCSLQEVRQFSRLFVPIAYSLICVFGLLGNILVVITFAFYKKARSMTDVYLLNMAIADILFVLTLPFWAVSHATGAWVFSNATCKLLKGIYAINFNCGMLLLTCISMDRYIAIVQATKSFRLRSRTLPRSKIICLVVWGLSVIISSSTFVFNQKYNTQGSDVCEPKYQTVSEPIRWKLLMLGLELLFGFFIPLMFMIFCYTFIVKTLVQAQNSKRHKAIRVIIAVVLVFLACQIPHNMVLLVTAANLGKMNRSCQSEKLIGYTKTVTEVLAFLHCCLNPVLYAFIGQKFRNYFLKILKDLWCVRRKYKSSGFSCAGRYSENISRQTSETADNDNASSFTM
XBP1 UPR activ – adaptive UPR (XBP1) activation; CHO-XBP1 luciferase reporter, IRE1-XBP1 UPR activation, luminescence; percent of tunicamycin response, DMSO as zero; activation, % at 20 µM; 0.33% of 330,000 active;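 active = versus positive control, 20 µM dose yields 30% or more activation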;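 also: 100% = tunicamycin at 10 µg/mL and 0% = DMSO only wells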
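Material: CHO-XBP1 cells stably carrying IRE1-XBP1-driven luciferase reporter / Amount: 1000 cells per well / Compound: 20 µM, 1% DMSO / Times: 6 h treatment, 37 °C / Detection: luciferase luminescence / Measure: % activation of reporter signal versus tunicamycin and DMSO controls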
697 NFkB inh – inhibitors of the PMA/ionomycin-induced NF-kB reporter in 697 B cells. 697 B-cell NF-kB luciferase reporter, 16 h. inhibition, % at 4 µM. 0.33% of 330,000 active; in the data active = inhibition above about 35%
EBI2 antag – antagonists of human EBI2 receptor | P32249 | EBI2 beta-arrestin recruitment, luminescence, 7a,25-OHC stimulated | inhibition, % at 5 µM | 0.81% of 360,000 active | AID 651636; in the data active = inhibition above about 38%;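 also: enzyme fragment complementation signal reports receptor beta-arrestin coupling in cells; 0% = agonist plus DMSO wells and 100% = wells without agonist; some results beyond the cut were filed as inactive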
Target sequence (P32249 whole entry, looked up, the tested form may be a part): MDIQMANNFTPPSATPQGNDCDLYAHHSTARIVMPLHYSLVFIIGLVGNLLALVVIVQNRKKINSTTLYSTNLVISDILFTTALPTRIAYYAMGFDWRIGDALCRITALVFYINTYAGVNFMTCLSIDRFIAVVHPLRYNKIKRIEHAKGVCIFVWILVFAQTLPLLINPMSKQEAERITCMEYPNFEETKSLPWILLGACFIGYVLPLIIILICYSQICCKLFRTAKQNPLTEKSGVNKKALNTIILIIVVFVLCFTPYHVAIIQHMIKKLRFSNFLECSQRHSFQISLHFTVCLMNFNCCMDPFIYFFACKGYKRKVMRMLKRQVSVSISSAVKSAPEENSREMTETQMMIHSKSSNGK
CHOP UPR activ – activators of apoptotic arm of unfolded protein response (CHOP). CHO-CHOP luciferase reporter, UPR activation, luminescence; percent of tunicamycin response over DMSO baseline. activation, % at 10 µM. 0.34% of 330,000 active;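 active = at 10 µM dose, activation of 40% or more, normalized to positive control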;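 also: 100% = tunicamycin at 10 µg/mL and 0% = DMSO alone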
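System: CHO-CHOP luciferase reporter cell line | Buffer or medium: F12 medium containing 10% fetal bovine serum | Doses: One dose, 10 µM in 0.5% DMSO | Times: 6 h compound exposure at 37 °C after overnight seeding | Signal: Luciferase luminescence | Read-out: % activation vs tunicamycin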
Jurkat NFkB inh – lowers PMA/ionomycin-induced NF-kB signal in Jurkat cells | inhibition, % at 4 µM | 0.53% of 330,000 active | PMA/ionomycin-induced NF-kB luciferase reporter, luminescence; in the data active = inhibition above about 50%
Mdm2-MdmX inh – disrupts the human Mdm2-MdmX interaction | 3% of 330,000 active | inhibition, % at 8 µM | SaOS-2 split-luciferase Mdm2/MdmX complementation, luminescence;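 active = inhibition of at least 50% at 8 µM in the primary screen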
CXCR6 inh – CXCR6 (human) receptor inhibition | inhibition, % at 20 µM | 0.36% of 360,000 active | O00574 | CHO-K1 PathHunter CXCR6 beta-arrestin, luminescence; in the data active = inhibition above about 34%, passing the limit was not always enough;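 also: antagonist mode with CXCL16 agonist at 10 nM final; 0% = 10 nM CXCL16 with DMSO and 100% = unstimulated wells without agonist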
Target sequence (O00574 whole entry, looked up): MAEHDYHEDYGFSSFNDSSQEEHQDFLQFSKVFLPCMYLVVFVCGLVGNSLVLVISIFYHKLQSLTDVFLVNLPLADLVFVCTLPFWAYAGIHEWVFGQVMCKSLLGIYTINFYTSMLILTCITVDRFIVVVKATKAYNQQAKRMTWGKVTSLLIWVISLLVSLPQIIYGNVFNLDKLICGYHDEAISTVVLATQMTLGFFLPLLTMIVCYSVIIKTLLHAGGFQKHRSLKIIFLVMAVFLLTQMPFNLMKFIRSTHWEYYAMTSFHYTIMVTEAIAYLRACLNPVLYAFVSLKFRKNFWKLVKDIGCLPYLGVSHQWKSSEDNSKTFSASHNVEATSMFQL
Gli-Sufu antag – Gli-Sufu pathway antagonism | AID 588413 | Sufu-KO-LIGHT fibroblasts, Gli luciferase reporter luminescence | inhibition, % at 5 µM | 0.74% of 340,000 active;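 active = inhibition above about 55%, limit read from the data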;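 also: 0% = DMSO-treated cells and 100% = wells with medium but no cells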
An asterisk follows results filed as active; nt = not tested or not shown.

Preview (2 entries):
Screens in order: CHOP UPR activ | Jurkat NFkB inh | Mdm2-MdmX inh | XBP1 UPR activ | CXCR6 inh | EBI2 antag | CCR6 antag | 697 NFkB inh | Gli-Sufu antag
1. CCc1nc2c(sc3nc4c(cc32)COC(C)(C)C4)c(=O)n1Cc1ccco1
  -0.5 | -4 | 24 | -1 | 7 | 22 | 2 | 21 | 11
2. O=C(CN1CCOCC1)Nc1ccc([N+](=O)[O-])cc1Br
  -0.9 | -4 | -8 | 1 | 1 | 0 | 12 | -14 | -3

Main list, from the start:
Screens in order: CHOP UPR activ | Jurkat NFkB inh | Mdm2-MdmX inh | XBP1 UPR activ | CXCR6 inh | EBI2 antag | CCR6 antag | 697 NFkB inh | Gli-Sufu antag
1. CCc1nc2c(sc3nc4c(cc32)COC(C)(C)C4)c(=O)n1Cc1ccco1
  -0.5 | -4 | 24 | -1 | 7 | 22 | 2 | 21 | 11
2. O=C(CN1CCOCC1)Nc1ccc([N+](=O)[O-])cc1Br
  -0.9 | -4 | -8 | 1 | 1 | 0 | 12 | -14 | -3
3. O=C(c1cnn(C(=O)COc2ccccc2F)c1)c1cc(F)ccc1O
  -0.9 | -5 | 25 | -2 | -16 | -13 | 0 | 10 | -15
4. O=C(O)c1ccc[n+](Cc2ccc([N+](=O)[O-])cc2)c1
  0.5 | -3 | 8 | 2 | -12 | 0 | 2 | 6 | 1
5. COc1ccc(NC(=O)c2cccs2)cc1O
  2.5 | -32 | -2 | 0 | -1 | -7 | -8 | 5 | 14
6. Cc1ccc(NC(=O)CSCC(=O)NC2CCCCC2)cc1
  0.4 | -5 | 10 | -1 | 4 | -17 | 4 | -14 | -9
7. COc1ccc(C(=O)Nc2ccc(Cl)cn2)cc1Cl
  3.1 | -47 | -78 | -1 | 4 | -2 | 2 | -69 | -68
8. CC(C)OCCCN1CN(S(=O)(=O)c2ccc(Cl)cc2)c2nc3ccccc3nc21
  2.6 | -1 | 13 | -4 | 5 | 6 | 8 | -2 | 2
9. Cc1nc2cc(C(=O)O)ccc2s1
  3.6 | -71 | -44 | 0 | -9 | 0 | 0 | -113 | -97
10. CC1(c2nnc(-c3ccccc3)o2)CC(c2cccc(Cl)c2)=NO1 (stereo unspecified)
  0.0 | -6 | 14 | 0 | 2 | 1 | 16 | 7 | -9
11. Cc1ccc(NS(=O)(=O)Cc2ccccc2)nc1
  2.4 | -23 | 8 | -2 | -7 | -17 | 1 | 1 | -10
12. COc1ccc(C(=O)/C=C/Nc2ccc([N+](=O)[O-])cc2C)cc1OC
  3.7 | -27 | 41 | 5 | 6 | 18 | 18 | -5 | -41
13. O=C(CN1CCCCC1)Nc1cc(S(=O)(=O)N2CCOCC2)ccc1N1CCCC1
  -0.2 | -8 | -2 | -2 | 0 | -8 | 14 | 14 | -2
14. Cc1n[nH]c(C)c1S(=O)(=O)N(CC(=O)NC1CCCC1)c1ccc(C(C)C)cc1
  0.0 | 2 | 14 | -3 | -2 | 1 | 11 | 13 | 5
15. Cc1cccc(NC(=O)CN2CCN(C(=O)CN3C(=O)NC4(CCCCC4C)C3=O)CC2)c1C (stereo unspecified)
  nt | nt | nt | nt | -6 | -8 | 0 | nt | 1
16. CCCCCn1c(=O)[nH]c2cc(C(=O)NCCN(CC)CC)ccc2c1=O
  -1.5 | -24 | -4 | -2 | 5 | 1 | -3 | -15 | 12
17. CNC(=S)NC1CC2CCC(C1)N2Cc1ccccc1 (stereo unspecified)
  0.3 | 14 | -18 | -1 | -3 | 0 | 7 | 22 | 1
18. COc1ccc(N2CCOCC2)c(NC(=O)COc2cccc(C)c2C)c1
  1.0 | -4 | 4 | -3 | -2 | 39 | 21 | -22 | 17
19. CCCC(C)NC(=O)COc1ccc(S(=O)(=O)N2CCCC2)cc1 (stereo unspecified)
  1.1 | 15 | 19 | -3 | -6 | -5 | 10 | 25 | -7
20. CC(Oc1ccc(Cl)cc1)C(=O)Nc1sccc1C(N)=O (stereo unspecified)
  0.8 | 5 | 16 | 2 | -10 | 4 | -1 | 8 | 1
21. O=C(CSc1nnc2c(n1)[nH]c1ccccc12)NCc1ccccc1F
  0.3 | 12 | 37 | -1 | -4 | 3 | -5 | 1 | 21
22. COc1ccc(S(=O)(=O)N(C)C)cc1NC(=O)Cc1ccc(S(=O)(=O)N2CCOCC2)s1
  -0.1 | 7 | -22 | -2 | -5 | -5 | 7 | -13 | -19
23. COc1ccc(N2CCN(CCNC(=O)C3CCN(S(=O)(=O)c4cccs4)CC3)CC2)cc1
  -0.8 | 4 | -13 | 0 | -5 | -17 | -2 | 17 | 2
24. O=C(O)CCC(=O)Nc1cccc(C(=O)Nc2cccc(Cl)c2)c1
  0.1 | 3 | -34 | -6 | -8 | -4 | 15 | 3 | -34
25. CCOC(=O)c1ccc(NC2c3ccccc3C(=O)N2c2ccccn2)cc1 (stereo unspecified)
  0.7 | -1 | -17 | 2 | 2 | -9 | 6 | -13 | -10
26. O=C(c1ccco1)N1CCN(C(=O)c2cc(-c3ccccn3)nc3ccc(Cl)cc23)CC1
  -13 | -34 | 0 | 2 | 7 | -1 | 1 | -26 | -3
27. Cc1ccc(S(=O)(=O)c2c(N)n(NC(=O)C3CC3)c3nc4ccccc4nc23)cc1
  -0.5 | 1 | 16 | 0 | -3 | -12 | -4 | 25 | 8
28. CC(C)Oc1ccc(S(=O)(=O)N2CCCCC2)cc1NC(=O)C1=COCCO1
  0.7 | 4 | 19 | -1 | -7 | 10 | 15 | -4 | 9
29. CCS(=O)(=O)C1=NSC2=NC(=O)/C(=C\c3ccc(OS(=O)(=O)c4ccccc4)cc3)C(=N)N21
  1.6 | -19 | 14 | -4 | 10 | 15 | 18 | 22 | 6
30. O=C(Nc1ccccc1[N+](=O)[O-])c1cccc(N2C(=O)CCC2=O)c1
  0.5 | 5 | 20 | -3 | -5 | 1 | -9 | 4 | -24
31. Cc1sc2nc(C3CC3)nc(N3CCN(C(=O)c4ccc(F)cc4)CC3)c2c1C
  -1.8 | -31 | 14 | 10 | 11 | 34 | 10 | -14 | 27
32. O=C(COCC(=O)Nc1cccc(C(F)(F)F)c1)Nc1cccc(C(F)(F)F)c1
  -2.3 | 4 | -4 | -1 | -10 | 15 | -10 | -3 | 9
33. O=C1Nc2ccccc2C(O)(C(=O)NCc2ccco2)N1c1ccc(Cl)cc1 (stereo unspecified)
  0.5 | -2 | -55 | 1 | -3 | -9 | 15 | -12 | -1
34. COc1ccccc1CNS(=O)(=O)c1c(C(=O)N2CCCC2)c(C)n(C)c1C
  0.1 | -13 | 4 | -1 | -4 | -1 | 4 | 4 | 9
35. COc1ccc(C2NC(=O)NC(C)=C2[N+](=O)[O-])cc1 (stereo unspecified)
  1.1 | 11 | 24 | -6 | 4 | 0 | 6 | 7 | -1
36. O=C(Cn1c(NCCO)nc2ccccc21)c1ccc(F)cc1
  0.0 | 12 | 17 | -1 | 1 | 6 | 18 | -7 | 15
37. CC(C)n1cc(/C=C2/SC(=O)N(CC(=O)N3CCCC3)C2=O)c2ccccc21
  0.6 | -21 | -4 | 4 | 5 | -7 | 20 | -1 | 2
38. COc1ccc(NC(=O)C2CCCCN2S(=O)(=O)c2ccc(F)cc2)cc1 (stereo unspecified)
  1.1 | 6 | -35 | 0 | -3 | -1 | 9 | 8 | -9
39. COc1ccc(NC(=O)c2cc3c(CO)cnc(C)c3oc2=Nc2cc(OC)cc(OC)c2)cc1
  -1.3 | -7 | 33 | -1 | -4 | 5 | -8 | 0 | 17
40. CCOC(=O)c1nnsc1-c1ccc(-c2snnc2C(=O)OCC)cc1
  -0.3 | -11 | -27 | 1 | 8 | 13 | 15 | -21 | -2

Complete entries, looked up by structure. Values in the order: CHOP UPR activ | Jurkat NFkB inh | Mdm2-MdmX inh | XBP1 UPR activ | CXCR6 inh | EBI2 antag | CCR6 antag | 697 NFkB inh | Gli-Sufu antag
`O=C(Cn1c(NCCO)nc2ccccc21)c1ccc(F)cc1` is listed as 0.0 | 12 | 17 | -1 | 1 | 6 | 18 | -7 | 15
`Cc1sc2nc(C3CC3)nc(N3CCN(C(=O)c4ccc(F)cc4)CC3)c2c1C` is listed as -1.8 | -31 | 14 | 10 | 11 | 34 | 10 | -14 | 27

Next section.
Screens in order: CHOP UPR activ | Jurkat NFkB inh | Mdm2-MdmX inh | XBP1 UPR activ | CXCR6 inh | EBI2 antag | CCR6 antag | 697 NFkB inh | Gli-Sufu antag
41. COc1cc(OC)c(N(C)C(=O)c2cn(C)c(=O)c3cc(OC)c(OC)cc23)cc1Cl
  1.1 | -14 | -31 | 3 | -7 | 11 | -1 | -14 | 4
42. O=C(c1cccs1)N(c1ccc(Br)cc1)C1C=CS(=O)(=O)C1 (stereo unspecified)
  -2.1 | 4 | -33 | -1 | -7 | -16 | 16 | 8 | 5
43. CC(OC(=O)c1cccc(NS(C)(=O)=O)c1)C(=O)Nc1ccc2c(c1)OCO2 (stereo unspecified)
  1.4 | 4 | 0 | -1 | -12 | -12 | -4 | -22 | 2
44. CC(OC(=O)c1n[nH]c2ccccc12)C(=O)Nc1ccccc1[N+](=O)[O-] (stereo unspecified)
  1.7 | -13 | -19 | 3 | 0 | 9 | 11 | 6 | -1
45. Cc1cccc(N(C(=O)c2snc(C(N)=O)c2N)C(C(=O)NC2CCCC2)c2ccncc2)c1 (stereo unspecified)
  1.9 | 3 | -34 | -1 | 6 | 2 | 8 | 11 | 0
46. CCc1ccc(N2CN=c3s/c(=C\c4ccccc4)c(=O)n3C2)cc1
  1.4 | 3 | -24 | 0 | 6 | -3 | 18 | -4 | 5
47. O=C(NC(=S)Nc1cccc([N+](=O)[O-])c1)c1ccco1
  2.5 | -12 | -32 | 1 | 34 | -5 | 39 | -19 | -28
48. N#Cc1ccc(C23CC4(C2)[C@H](CN(Cc2ccc(C(F)(F)F)cc2)[C@@H]4c2ccccc2)C3c2ccc(Cl)nc2)cc1 (stereo partly specified)
  -1.8 | 27 | 16 | 0 | nt | nt | nt | 29 | nt
49. Cc1ccc2c(CC(=O)Nc3ccc(N4CCN(C)CC4)cc3C)coc2c1
  2.8 | -24 | 1 | 2 | 5 | -3 | 8 | -8 | 3
50. CC(C)CCN(C(=O)C1=COCCO1)c1c(N)n(Cc2ccccc2)c(=O)[nH]c1=O
  0.6 | 9 | 25 | 0 | 0 | 8 | -2 | -7 | 1
51. CC(=O)c1ccc(NC(=O)CNCc2cccs2)cc1
  3.5 | -50 | 7 | 0 | -4 | -3 | 3 | -22 | -23
52. COc1ccc(C(=O)C2CCCN(Cc3c(O)cccc3OC)C2)cc1OC (stereo unspecified)
  2.2 | 7 | 11 | -5 | 0 | 14 | 5 | -6 | 27
53. COc1ccc([N+](=O)[O-])cc1NC(=O)CCC(=O)c1cccs1
  -0.6 | 4 | 15 | -2 | 4 | 6 | 5 | 21 | -5
54. CSCCC(NC(=O)c1ccccc1)C(=O)OCC(=O)c1ccc[nH]1 (stereo unspecified)
  -0.4 | 7 | 19 | 2 | 6 | 3 | -27 | 19 | -1
55. CC(OC(=O)CC1CC2CCC1C2)C(=O)Nc1ccc(C(N)=O)cc1 (stereo unspecified)
  -1.1 | 5 | -4 | -3 | -4 | 5 | 1 | 17 | -2
56. COC(=O)c1c(NC(=S)NNC(=O)c2ccc(Cl)s2)sc(C(=O)N(C)C)c1C
  0.4 | 4 | -2 | -4 | 7 | 2 | 35 | 18 | -10
57. Cn1nnnc1SCC(=O)N(C1CCCCC1)C1CCS(=O)(=O)C1 (stereo unspecified)
  1.7 | 10 | 23 | -3 | 4 | -4 | -15 | 2 | -2
58. COCCSc1ccccc1C(=O)Nc1ccc(Cl)cc1
  -1.8 | 10 | 18 | 0 | 30 | 2 | 8 | 24 | -6
